TbPYK inhibitor = T. brucei pyruvate kinase inhibition. Q57TT1. TbPYK enzyme, Kinase-Glo Plus ATP luminescence, 45 min. Potency, µM (series often up to 76.8 µM), without a hit: at the top dose activity, negative = inhibition, actives largely listed as inhibitors. actives 0.12% (n = 410,000); further: nearly all actives have a fitted effect of over 50% in size
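Enzyme and substrate buffer are dispensed first and compound is pin-transferred. ADP at 130 uM final then starts the reaction, which runs 45 min at room temperature. Detection reagent is added for 10 min before luminescence is imaged.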
AMA1 RON2 block = inhibitors of Plasmodium falciparum AMA1-RON2 interaction; actives 0.2% (n = 360,000); AlphaScreen AMA1-biotinylated RON2 peptide binding; AID 720542; Potency, µM (doses to about 58.2 µM), inactives show at the top dose activity change, negative = inhibition, hits mostly inhibitors;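 further: 0% = vehicle wells and -100% = peptide control; nearly all actives have a fitted effect of over 45% in size; some results filed as inactive show a strong effect at the top dose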
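AMA1 (3D7) with his tag at 25 nM final met compounds first, then biotinylated RON2 peptide at 25 nM; detection used donor plus acceptor beads, 10 µg/mL apiece, read by AlphaScreen after 30 min at room temperature.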
* hit, by the source's call; u = inconclusive; [ ] = dose if it differs, or a comment. The call rests on the fitted dose curve; in most records, active means well fitted curve in the direction sought with a large enough effect; inconclusive means small, poorly fitted or top-dose-only effect, or another doubt; inactive means no such curve, though single readings can be large; an effect the other way counts as inactive or inconclusive. Unless noted, on the % scale 0 is the no-effect control and ±100 the full control effect; potency means the concentration at half of the fitted maximal effect. These rows are one share of the data; the hit share may differ from the screen's.

SMILES | TbPYK inhibitor | AMA1 RON2 block
CCCCCCCCN1C(=O)[C@H](CC(=O)NCCCOCCCC)C[C@@]2(C(=O)OCC)CCCC=C12 | 7% | -6%
O=C(CCCc1ccc(N(CCCl)CCCl)cc1)NCc1ccccc1 | -8% | -4%
C[C@@H]1CN([C@H](C)CO)C(=O)c2cc(NS(=O)(=O)c3cn(C)cn3)ccc2O[C@@H]1CN(C)S(C)(=O)=O | 0% | 1%
C#CCNC(=O)C[C@@H]1C[C@@]2(C(=O)OCC)CCCC=C2N(Cc2ccco2)C1=O | -1% | 1%
Cc1cccc(S(=O)(=O)NC(=O)C2(C)CCN2C(=O)Cc2ccc(Cl)cc2Cl)c1 (stereo not given) | -2% | -1%
c1ccc(CNC2CN3CCC2CC3)cc1 (stereo not given) | 11% | 4%
Cc1ccc(S(=O)(=O)N(C)c2ccc(OCC(=O)Nc3ccc(S(C)(=O)=O)cc3)cc2)cc1 | 1% | -4%
O=C(NCc1ccccc1)c1cc(C2COCCN2C(=O)C/C=C/c2ccccc2)on1 (stereo not given) | -4% | -3%
CCC(=O)N(C)C[C@H]1Oc2cc(-c3ccccc3F)ccc2S(=O)(=O)N([C@H](C)CO)C[C@H]1C | 6% | 1%
O=C(CCN1CC2CCC(CC2)C1)c1cccs1 | -23% | -5%
CC(=O)NCCNC(=O)C1(C)Cc2c(-c3cccc(C(F)(F)F)c3)ccnc2O1 (stereo not given) | 1% | -5%
NC(=O)C1(Nc2ccc(-c3ccc(Br)cc3)cc2)CCCC1 | 3% | -9%
COc1ccc(NC(=O)COC(=O)C2COc3ccccc3O2)cc1OC (stereo not given) | 2% | 3%
C(=NN1CCCCCC1)c1ccc2c(c1)OCO2 | -15% | u
Cc1ccc([C@@H]2CC(=O)[C@@H]3CN(S(=O)(=O)c4ccc(C)cc4)[C@H](c4ccc(Cl)cc4)C[C@@H]3N2S(=O)(=O)c2ccc(Cl)cc2)cc1 | -1% | 2%
O=C1C(=Cc2ccccc2Cl)CCc2ccccc21 | 32µM* | 43%[activator]
CC(=O)NCC1=C(c2cccc3ccccc23)C[C@@H]2CC[C@H]1N2Cc1ccco1 | 2% | -19%
CN(C)c1ccc(NC(=O)CSc2n[nH]c(-c3ccncc3)n2)cc1 | 0% | 1%
COc1cc(-c2cc(NC(C)=O)c3ncc(-c4ccccc4)n3c2)cc(OC)c1OC | -3% | -14%
C[C@@H]1CN([C@@H](C)CO)C(=O)c2cc(Br)cnc2O[C@H]1CN(C)C(=O)C1CC1 | 3% | 2%
CCN(C(=O)COC(=O)CCC(=O)c1ccc(Cl)cc1)c1c(N)n(Cc2ccccc2)c(=O)[nH]c1=O | -4% | -7%
CSC[C@H]1CN(CCc2ccccc2)C(=O)[C@@H]1CC(=O)Nc1ccccc1 | 5% | -7%
Cn1nc(C(C)(C)C)cc1N1C(=O)CCC1(C)C(=O)NC1CCCC1 (stereo not given) | -1% | 8%
COc1cc(N)c(Cl)cc1C(=O)OCC(=O)NCc1cccs1 | 1% | 16%
Cc1ccc(S(=O)(=O)N2CCN(C(=O)CN3C(=O)NC(C)(c4ccc(Cl)cc4)C3=O)CC2)c(C)c1 (stereo not given) | 6% | 17%
Next part.
SMILES | TbPYK inhibitor | AMA1 RON2 block
Cc1ccc(CNC(=O)CN2C(=O)NC3(CCCC3)C2=O)cc1 | 4% | 24%
Cc1nc(NCc2ccco2)c2cn[nH]c2n1 | 0% | -1%
CCOC(=O)C(=C1Nc2ccccc2N1)n1c(-c2cccnc2)nc2ccccc21 | -13% | 71%[activator]
OC(c1ccccc1)c1nc(-c2cccs2)cs1 (stereo not given) | 2% | 19%
O=C(COc1cccc(Br)c1)N/N=C/c1ccc2c(c1)OCCO2 | 3% | 38%[activator]
CCCOc1ccc(F)cc1-c1cc(C(=O)Nc2ccc(F)c(Cl)c2)[nH]n1 | 4% | 15%
COC(C[C@@H](O)C[C@@H](O)[C@@H](C)OCc1ccccc1)OC | -8% | -9%
O=C(Nc1ccc(Br)cc1Br)Nc1cccc2[nH]c([C@@H]3O[C@H](CO)[C@@H](O)[C@H](O)[C@H]3O)nc12 | -3% | -3%
O=C(Nc1cccc(-n2cnnn2)c1)C1CCCN(C(=O)Cc2cccc(Cl)c2)C1 (stereo not given) | 5% | -8%
CC1CC(C)CN(C(C)C(=O)Nc2cc(S(=O)(=O)N3CCCCC3)ccc2Cl)C1 (stereo not given) | -9% | -22%
Cc1ccc(C(=O)NCc2ccc(F)cc2)s1 | 0% | 8%
CSc1ccc(/C=C/C(=O)OCC(=O)N2CCN(c3ccccc3)CC2)cc1 | -3% | 0%
CCOC(=O)[C@]12CCCC=C1N(Cc1ccco1)C(=O)[C@H](CC(=O)NCC1CCCCC1)C2 | -2% | 1%
CC(C)N(c1ccccc1)c1ccc(NC(=O)[C@@H]2O[C@H](CO)[C@@H](O)[C@H]2O)cc1 | 3% | 5%
CC(C)CNS(=O)(=O)c1ccc(S(=O)(=O)NC2CCOC(C)(C)C2)cc1 (stereo not given) | 0% | 10%
COCCN(CCOC)Cc1cc(=O)oc2ccccc12 | -11% | 1%
COC(=O)c1c(-c2ccc(N(C)C)cc2)oc2c1C(OC)CCC2 (stereo not given) | -10% | 1%
Cc1nc(C(=O)O)sc1C1(C)CC(c2cccc([N+](=O)[O-])c2)=NO1 (stereo not given) | 0% | -3%
CCc1cc(-c2ccc3c(c2)COc2c4ccccc4nn2-3)on1 | -31% | -2%
CC1(C(=O)Nc2cccc3cccnc23)CCN1Cc1ccccc1OC(F)F (stereo not given) | 1% | 85%[activator]
O=C(Nc1ccc(N2CCOCC2)cc1)c1cccc(S(=O)(=O)N2CCOCC2)c1 | 1% | -4%
COc1cccc(C(C#N)NCCCNC(C#N)c2cccc(OC)c2OC)c1OC (stereo not given) | 3% | 2%
COc1ccc(Cl)cc1Cn1c(C)c(C(=O)NCc2cccc(C(F)(F)F)c2)sc1=O | -6% | 0%
CC1(C(=O)NCc2ccc3c(c2)OCO3)CCN1C(=O)Cc1cccs1 (stereo not given) | -4% | 3%
O=C(NN=Cc1cccc2ccccc12)C(=O)NN=Cc1cccc2ccccc12 | 4% | 23%

Already shown: entries from further up.
SMILES | TbPYK inhibitor | AMA1 RON2 block
Cc1ccc(CNC(=O)CN2C(=O)NC3(CCCC3)C2=O)cc1 | 4% | 24%
Cc1nc(NCc2ccco2)c2cn[nH]c2n1 | 0% | -1%
CCOC(=O)C(=C1Nc2ccccc2N1)n1c(-c2cccnc2)nc2ccccc21 | -13% | 71%[activator]
OC(c1ccccc1)c1nc(-c2cccs2)cs1 (stereo not given) | 2% | 19%
O=C(COc1cccc(Br)c1)N/N=C/c1ccc2c(c1)OCCO2 | 3% | 38%[activator]
CCCOc1ccc(F)cc1-c1cc(C(=O)Nc2ccc(F)c(Cl)c2)[nH]n1 | 4% | 15%
COC(C[C@@H](O)C[C@@H](O)[C@@H](C)OCc1ccccc1)OC | -8% | -9%
O=C(Nc1ccc(Br)cc1Br)Nc1cccc2[nH]c([C@@H]3O[C@H](CO)[C@@H](O)[C@H](O)[C@H]3O)nc12 | -3% | -3%
O=C(Nc1cccc(-n2cnnn2)c1)C1CCCN(C(=O)Cc2cccc(Cl)c2)C1 (stereo not given) | 5% | -8%
CC1CC(C)CN(C(C)C(=O)Nc2cc(S(=O)(=O)N3CCCCC3)ccc2Cl)C1 (stereo not given) | -9% | -22%
Cc1ccc(C(=O)NCc2ccc(F)cc2)s1 | 0% | 8%
CSc1ccc(/C=C/C(=O)OCC(=O)N2CCN(c3ccccc3)CC2)cc1 | -3% | 0%
CCOC(=O)[C@]12CCCC=C1N(Cc1ccco1)C(=O)[C@H](CC(=O)NCC1CCCCC1)C2 | -2% | 1%
CC(C)N(c1ccccc1)c1ccc(NC(=O)[C@@H]2O[C@H](CO)[C@@H](O)[C@H]2O)cc1 | 3% | 5%
CC(C)CNS(=O)(=O)c1ccc(S(=O)(=O)NC2CCOC(C)(C)C2)cc1 (stereo not given) | 0% | 10%
COCCN(CCOC)Cc1cc(=O)oc2ccccc12 | -11% | 1%
COC(=O)c1c(-c2ccc(N(C)C)cc2)oc2c1C(OC)CCC2 (stereo not given) | -10% | 1%
Cc1nc(C(=O)O)sc1C1(C)CC(c2cccc([N+](=O)[O-])c2)=NO1 (stereo not given) | 0% | -3%
CCc1cc(-c2ccc3c(c2)COc2c4ccccc4nn2-3)on1 | -31% | -2%
CC1(C(=O)Nc2cccc3cccnc23)CCN1Cc1ccccc1OC(F)F (stereo not given) | 1% | 85%[activator]
O=C(Nc1ccc(N2CCOCC2)cc1)c1cccc(S(=O)(=O)N2CCOCC2)c1 | 1% | -4%
COc1cccc(C(C#N)NCCCNC(C#N)c2cccc(OC)c2OC)c1OC (stereo not given) | 3% | 2%

Next compounds.
SMILES | TbPYK inhibitor | AMA1 RON2 block
CCCCNC(=O)c1ccc2nc(CC)c(N(C)Cc3ccc(OC)cc3)n2c1 | -2% | -4%
c1ccc(COc2ccc(-c3cc4nc(NCCCn5ccnc5)ccn4n3)cc2)cc1 | 1% | 17%
O=C(COC(=O)c1ccco1)NNC(=O)c1ccc(Cl)cc1 | 0% | 66%[activator]
O=C(c1ccccc1)N(c1ccccc1)c1nccc2ccccc12 | -5% | -2%
CCN1C(=O)[C@@H]2[C@@H]3CN(S(=O)(=O)c4ccc(C)cc4)[C@@H](c4ccccc4Cl)[C@@H]3C(=O)C[C@@H]2C1=O | 3% | 13%
Cn1c(=O)c2c(nc(OC/C=C/c3ccccc3)n2C)n(C)c1=O | -7% | -7%
O=C(Nc1ccccc1)C(CCCCN1C(=O)c2ccccc2C1=O)N1C(=O)c2ccccc2C1=O (stereo not given) | 0% | 5%
COc1cc(C(O)c2nc(/C=C/c3ccc(C(F)(F)F)cc3)cs2)ccc1F (stereo not given) | -1% | 21%
CCCCN1CCS(=O)(=O)N(Cc2ccccc2Br)CC(C(=O)OC)C1 (stereo not given) | 1% | 0%
CCCN(C(=O)CCc1ccc(OC)cc1)c1c(N)n(Cc2ccccc2)c(=O)[nH]c1=O | -2% | -1%
O=C1CC(c2ccccc2)C(c2ccccc2)=NN1 (stereo not given) | 18% | 1%
Cn1c(N)c(C(=O)COC(=O)Cc2ccccc2)c(=O)n(C)c1=O | -4% | -7%
CCOC(=O)CSc1nnc(C)c(C)n1 | 0% | 15%
CCOC(=O)C1C(=O)NC(C(=O)OCC)(C(=O)OCC)C1CC (stereo not given) | -3% | -9%
CN(C(=O)c1cccc(NC(=O)Cc2ccc(NC(=O)C3CCCN(C(=O)c4ccccc4)C3)cc2)c1)C1CCCCC1 (stereo not given) | -2% | -5%
Cn1ccc2c(-c3ccc(F)nc3)cc3c(c21)C1CCC3O1 (stereo not given) | -14% | -8%
CC(C)CN1CC(Br)C(=O)NC1=O (stereo not given) | -1% | 4%
CCOC(=O)C1(CCOc2ccccc2)CCN(Cc2ccc(OCC)c(CO)c2)CC1 | -2% | -3%
COc1ccc(/C=C/C=C2C(=O)NC(=S)NC2=O)cc1 | u | 32%[activator]
CC1(c2nc3ccccc3[nH]2)CCC(=O)N1Cc1ccc(F)cc1 (stereo not given) | -1% | 0%
O=C(Nc1ccc(Cl)cc1C(=O)c1ccccn1)c1ccccc1 | -4% | -11%
CCN(C[C@H]1N[C@@](Cc2ccccc2)(C(=O)OC)[C@H]2C(=O)N(C)C(=O)[C@@H]12)C(=O)COC | 6% | 13%
O=[N+]([O-])c1cccc(COc2cccc(CN3CCCCC3)c2)c1 | 0% | -10%
Cc1ccc(C)c(N2CCN(C(=O)CCc3nc(-c4cccc(Cl)c4)no3)CC2)c1 | 1% | -4%
Cc1ccc([C@@H]2C[C@H]3[C@@H](CN2S(=O)(=O)c2ccc(C)cc2)C(=O)C[C@@H](c2ccccc2)N3S(=O)(=O)c2ccc(C)cc2)cc1 | -2% | 3%
(next part)
SMILES | TbPYK inhibitor | AMA1 RON2 block
CCCOc1ccc(F)cc1-c1cc(C(=O)Nc2ccc(C(C)C)cc2)[nH]n1 | 0% | 0%
CCCCNc1c(-c2ccc(OC)c(Sc3ccc(OC)cc3)c2)nc2cnccn12 | 0% | 6%
O=C(c1cccc(S(=O)(=O)N2CCc3ccccc32)c1)N1CCOCC1 | -10% | -6%
C[C@H]1CN([C@@H](C)CO)C(=O)CCCn2cc(nn2)CO[C@@H]1CN(C)C(=O)Nc1ccccc1 | 3% | -4%
COc1ccc(C=C(C(C)=O)C(=O)c2ccccc2)cc1 | 3% | 7%
CSc1ccc(Cn2c(C)c(C(=O)NCCC#N)sc2=O)cc1 | 6% | 0%
O=C(N/C(=C\c1ccco1)C(=O)N1CCCCC1)c1ccc([N+](=O)[O-])cc1 | -4% | -23%
Cc1onc(-c2c(F)cccc2Cl)c1C(=O)Nc1ccc(S(=O)(=O)N2CCOCC2)cc1 | -4% | 11%
COc1cccc(/C=C/C(=O)OCC(=O)Nc2cccc(S(=O)(=O)NC3=NCCCCC3)c2)c1 | 8% | -4%
COc1ccc(NC(=O)Nc2ccc3c(c2)C(=O)N([C@H](C)CO)C[C@@H](C)[C@@H](CN(C)C(=O)C2CCCCC2)OCCCC[C@H](C)O3)cc1 | 7% | -18%

Assay outcomes as filed in PubChem BioAssay.
